Source: PubChem (National Center for Advancing Translational Sciences (NCATS))
SNCA expr inh = Primary qHTS assay for inhibitors of alpha-synuclein gene (SNCA) expression | HEK-293 SNCA-luciferase knock-in, luminescence, 24 h | Potency, µM (highest dose often 57.2 µM), for inactives: top-dose activity change, negative = inhibition, usual class: inhibitors | actives 0.17% (n = 140,000);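 note: potency is the fitted concentration of half-maximal effect; plate controls were DMSO cells for no effect and cell-free wells for full effect; nearly all actives have a fitted effect of over 45% in size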
NIH3T3 tox = Cytotoxic Profiling in NIH 3T3 Cell Line of Diverse Libraries Using Quantitative High-Throughput Screening; Potency, µM (series often up to 96.7 µM), without a hit: at the highest dose activity change, negative = cytotoxicity, actives largely listed as inhibitors; actives 4.3% (n = 94,000); NIH 3T3 viability, CellTiter-Glo ATP luminescence, 48-72 h; note: potency is the fitted concentration of half-maximal effect; nearly all actives have a fitted effect of over 55% in size
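Luminescent ATP readout (CellTiter-Glo, 10 min RT) after 48 or 72 hr compound exposure of NIH 3T3 cells seeded at 400 cells/well in 1536-well format; quantitative HTS.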
HEK293 viab = GF-AFC viability counterscreen for inhibitors of alpha-synuclein gene (SNCA) expression; HEK-293-SNCA-luc viability, GF-AFC fluorescence, 24 h; Potency, µM (doses to about 57.1 µM), without a hit: top-dose activity change, negative = cytotoxicity, usual class: cytotoxic; actives 0.12% (n = 150,000);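 note: potency is the fitted concentration of half-maximal effect; 0% = DMSO-treated cells and -100% = medium-only wells without cells; nearly all actives have a fitted effect of over 30% in size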
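Cytotoxicity counterscreen: after 24 h compound treatment of genome-edited SNCA-luciferase HEK-293 cells, live-cell protease substrate GF-AFC read by fluorescence after 30 min; activity scaled between DMSO (0%) and medium-only (-100%), curves Hill-fitted.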
Luciferase inh = Firefly luciferase inhibition profiling of diverse chemical library using quantitative high-throughput screening; Luciferin 4-monooxygenase (Photinus pyralis), P08659; purified P. pyralis luciferase, luminescence, biochemical; actives 2.5% (n = 76,000); Potency, µM (series often up to 115 µM), without a hit: at the highest dose activity change, negative = inhibition, most hits filed as inhibitors; note: potency is the fitted concentration of half-maximal effect; nearly all actives have a fitted effect of over 65% in size
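Purified 10nM P. pyralis luciferase with 10uM D-luciferin and 10uM ATP in 50mM Tris acetate pH 7.5, 10mM Mg acetate, 0.01% Tween-20, 0.05% BSA. qHTS titration; luminescence read by CCD imager.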
HEK293 tox = Cytotoxic Profiling in HEK 293 Cell Line of Diverse Libraries Using Quantitative High-Throughput Screening | actives 6.6% (n = 94,000) | HEK 293 viability, ATP luminescence (CellTiter-Glo), 48-72 h | AID 1345083, 2018 | Potency, µM (top dose mostly 115 µM), without a hit: top-dose activity change, negative = cytotoxicity, actives largely listed as inhibitors; note: potency is the fitted concentration of half-maximal effect; nearly all actives have a fitted effect of over 60% in size
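HEK 293 cells at 250 cells/well were exposed to compounds by pintool transfer for 48 or 72 hr at 37 degree Celsius, 5% CO2. Viability was read as ATP-coupled luminescence with CellTiter-Glo after 10 min at room temperature.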
GPT2 inh = Primary qHTS assay for inhibitors of Glutamate pyruvate transaminase 2 (GPT2) | Alanine aminotransferase 2 (Homo sapiens), Q8TD30 | Potency, µM (titrated, usually from 57.7 µM), for inactives: top-dose activity change, negative = inhibition, most hits filed as inhibitors | Recombinant GPT2, coupled pyruvate oxidase/HRP Amplex Red fluorescence | actives 0.25% (n = 100,000); note: potency is the fitted concentration of half-maximal effect; nearly all actives have a fitted effect of over 60% in size; many of its hits are not listed in these tables
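Inhibition is scored from Amplex Red fluorescence generated when pyruvate oxidase and HRP act on pyruvate released by GPT2. Reactions contain 10ng/uL enzyme, 250uM a-KG and 2mM L-alanine and run 30 min at room temperature.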
IP6K1 inh = Primary qHTS assay for small molecule inhibitors of Inositol hexaphosphate kinase 1 (IP6K1). IP6K1 kinase, ADP-Glo luminescence, 2 h; hits give low values. activity change, % (series mostly up to about 58 µM). AID 1645851, 2021. actives 0.81% (n = 140,000). Inositol hexakisphosphate kinase 1 (Homo sapiens), Q92551; in the data active = activity change below about -25%
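ADP-Glo luminescence measures ADP made by human IP6K1 during a 2 h RT reaction with ATP/IP6 (mix at 1.3 mM/130 uM); top library doses 57.5 and 19.1 uM final.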
Numbers without * were called inactive; i = inactive; ? = inconclusive; / = not tested or not shown; & = joins results of further samples; [ ] = remark or other dose. Unless noted, calls come from the whole dose curve; as a rule, active = well fitted curve in the direction sought with a large enough effect; inconclusive = small, poorly fitted or top-dose-only effect, or another doubt; inactive = no such curve, though single readings can be large; an effect the other way counts as inactive or inconclusive. Unless noted, % is set by controls: 0 for no effect and ±100 for the full control effect. Compounds were not picked by outcome; about 7.8% have a hit in one of these screens.

Sequence of screens: SNCA expr inh | NIH3T3 tox | HEK293 viab | Luciferase inh | HEK293 tox | GPT2 inh | IP6K1 inh
> Cc1ccc(CCNC(=O)Cn2ncc3c([nH]c4ccccc43)c2=O)cc1
    -8% | / | 0% | / | / | / | -5
> Cc1ccc(N2CC(c3noc(-c4cc(Cl)ccc4F)n3)CC2=O)cc1 (configuration not stated)
    29% | -10% | -18% | -1% | -3% | i | -8
> Cn1cnnc1CC1CCN(C(=O)NC2CCCCC2)C1 (configuration not stated)
    12% | ? | -10% | -5% | 11% | i | -1
> Cn1ncc2c(C(=O)NCCCc3ccccc3)cc(-c3ccc(C(F)(F)F)cc3)nc21
    / | -35% | / | / | ? | / | -9
> Cc1ccc(NC(=O)N2CCN(C)c3ncccc32)cc1C
    2% | / | -6% | / | / | / | -5
> CN1CCC[C@H]1c1nc(-c2ccc(F)cn2)no1
    57%[activator][87.6 µM] | -2%[230 µM] | 1%[87.6 µM] | ? | i | -8%[88.5 µM] | 19
> COc1ccccc1C(=O)Nc1ccc(C(=O)OCc2cc(=O)n3nc(C4CC4)sc3n2)cc1
    24% | / | 3% | / | / | / | 15
> Cc1ccc(CNC(=O)C2CCCCC(=O)N2)cc1 (configuration not stated)
    7% | 5% | -7% | 8% | 1% | -2% | -3
> COc1cccc(CC(=O)N2CCC3(CC2)N=C(c2ccc(Cl)cc2)NO3)c1
    ? | ? | -13% | -6% | ? | i | 5
> Cc1cc(C)cc(-c2ccc(CN3CCCC3C(=O)N3CCN(Cc4ccccc4)CC3)cc2)c1 (configuration not stated)
    21% | 13µM* | 2% | / | 20µM* | 4% | 2
> CCc1ccc(C(=O)N2CCC(OC3CCN(C)CC3)CC2)cc1
    27% | -7% | 7% | 8% | 3% | i | 11
> CC(=O)N1CCN(c2nc3c(F)cc(F)cc3s2)CC1
    62%[activator] | / | 6% | / | / | / | -1
> COc1ccc(NC(=O)c2ccc(-c3nc(CSc4ccccc4)c(C)o3)cc2)cc1OC
    -7% | / | 1% | / | / | / | -19
> CN(C)c1ccc(Nc2nc3ccccc3n3nnnc23)cc1
    -25% | / | -11% | / | / | / | 16
> CC(=O)Nc1ccc(NC(=O)CCc2c(C)nc3c(c(C)nn3-c3ccccc3)c2C)cc1
    ? | / | 9% | / | / | / | 22

Limited to IP6K1 inh, for some of the entries so far:
structure,IP6K1 inh
CN1CCC[C@H]1c1nc(-c2ccc(F)cn2)no1,19
Cn1ncc2c(C(=O)NCCCc3ccccc3)cc(-c3ccc(C(F)(F)F)cc3)nc21,-9
CC(=O)Nc1ccc(NC(=O)CCc2c(C)nc3c(c(C)nn3-c3ccccc3)c2C)cc1,22

Next part
Sequence of screens: SNCA expr inh | NIH3T3 tox | HEK293 viab | Luciferase inh | HEK293 tox | GPT2 inh | IP6K1 inh
> Cc1cc(-c2nc3ccncc3[nH]2)c(C)[nH]1
    74%&23%[activator][87.6 µM] | -25%&-25%[174 µM] | 4%&-2%[87.6 µM] | ? | ? | -2%[88.5 µM] | -4&-14
> COCC(=O)N1CCN(S(=O)(=O)c2ccccc2)C[C@@H]1C(=O)N[C@H](Cc1cccnc1)C(=O)OC
    3% | -1% | -3% | 7% | -7% | -9% | 5
> Cc1ccccc1N(C)C1CN(C(=O)c2ccccc2)C1
    30%[87.6 µM] | ? | 1%[87.6 µM] | / | ? | -6%[88.5 µM] | -5
> CCC(C)NC(=O)C1COC2(CCC(C)CC2)N1C(=O)c1ccccc1F (configuration not stated)
    4% | -17% | -10% | -3% | ? | 1% | 2
> COCCNC(=O)C(NC(=O)c1ccccc1)C1CCN(C(=O)c2ccccc2OC)CC1 (configuration not stated)
    -8% | 5% | 6% | -8% | -4% | -15% | -1
> CC(=O)c1c(C)nn(CC(=O)N2C[C@H](O)[C@@H](N3CCC(O)CC3)C2)c1C
    0% | -1% | 6% | -3% | -29% | i | 12
> Cc1ccc(Cl)cc1NC(=O)N1CCC(Oc2ncccc2C(=O)N2CCOCC2)C1 (configuration not stated)
    3% | 0% | -3% | 3% | -9% | i | 5
> CC(NC(=O)CCSCc1ccccc1F)c1ccccc1 (configuration not stated)
    80%[activator] | / | -6% | / | / | / | -14
> CC(C)c1noc(-c2cccn3c(CNC(=O)COc4ccc(F)cc4)nnc23)n1
    -23% | -1% | -4% | 8% | 0% | -1% | -2
> Nc1ncccc1CN1CCC(CO)(CN2CCCC2)CC1
    1% | -4% | 3% | -1% | -5% | ? | 0
> CC(C)CC(=O)N1CCC2(CC1)CC(N(Cc1ccc(F)cc1)C1CC1)CCO2 (configuration not stated)
    2% | ? | 2% | 3% | ? | i | -21
> CN1C(=O)c2cccn2CC1CNC(=O)c1n[nH]c(=O)c2ccccc12 (configuration not stated)
    3% | -14% | -6% | 0% | -12% | i | -4
> CCn1cc(CN(C)C2CCc3nn(CC4CC4)c(=O)n3CC2)c(C)n1 (configuration not stated)
    -4% | -6% | 3% | -5% | 4% | 1% | -3
> C=C(C(=O)O)C1CC(O)C2(C)CCCC(C)(O)C2C1 (configuration not stated)
    / | / | -5% | / | / | 1% | -6
> CCOC(=O)C1=C(CS(=O)(=O)c2ccc(C)c(C)c2)NC(=O)NC1c1ccccc1OCC (configuration not stated)
    2% | / | -3% | / | / | / | 18
> CC(C)CN(C[C@@H](O)[C@H](Cc1ccccc1)NC(=O)O[C@H]1CO[C@H]2OCC[C@H]21)S(=O)(=O)c1ccc(N)cc1
    13% | / | 3% | / | / | i | /
> CC1(C)C[C@H](NC(=O)c2ccccc2)[C@@]2(CCC(=O)NCc3ccco3)CC[C@](C)(O)C[C@@H]12
    2% | 2% | 6% | 1% | -5% | -8% | -4
> O=C(c1ccccc1F)N1CCC(N2Cc3ccccc3C2=O)CC1
    2% | i | -8% | / | i | i | -7
> CCCCN(CC)c1nc(-c2ccccc2F)nc2ccccc12
    -5% | / | 6% | / | / | / | 18
> CCCNC(=O)N(C1CCOCC1)C1CCN(C(=O)c2ccc(C)c(F)c2)CC1
    1% | ? | -16% | -10% | -4% | ? | -12
> C[C@H]1[C@H](C)CC[C@]2(C(=O)OC3OC(CO)C(O)C(O)C3O)CC[C@]3(C(=O)O)C(=CCC4[C@@]5(C)CC[C@H](O[C@@H]6O[C@@H](C)[C@H](OC7OC(CO)C(O)C(O)C7O)[C@@H](O)[C@H]6O)C(C)(C)C5CC[C@]43C)[C@H]12 (some centres not stated)
    / | / | 7%[12.5 µM] | / | / | i | -8
> CCOC(=O)C1=C(C)N=C2SC=C(CC(=O)N3CCOCC3)N2C1c1ccccc1OC (configuration not stated)
    -8% | -11% | 0% | 4% | -27% | 3% | 1
> CO[C@H]1C(=O)N(C(C)C)[C@H]1C1CCN(C(=O)c2ccc(C#N)cc2)CC1
    -4% | -17% | 11% | / | -3% | i | 17
> COc1ccc(N2CC3(C2)CN(c2ccccc2)C(=O)O3)cc1OC
    2%[87.6 µM] | -25%[138 µM] | -1%[87.6 µM] | 4%[172 µM] | ? | ? | 9
> O=C(NCc1ccc(Cl)nc1)c1cn2c(n1)CN(C(=O)OCc1ccccc1)CC2
    27% | -22% | -5% | / | -17% | i | 8
> Cc1cc(C(=O)N2CCOC[C@H](Oc3ccc(S(C)(=O)=O)cc3)C2)c(C(F)(F)F)o1
    8% | -16% | 0% | -2% | -11% | i | 0
> CN(C)C(=O)N1CCC(c2nn(-c3ccccn3)c(=O)[nH]2)CC1
    8%[87.6 µM] | 4%[138 µM] | 2%[87.6 µM] | / | 2%[172 µM] | -3%[88.5 µM] | 2
> CCOc1ccccc1NC(=O)N1CCCCCCN(C)C(=O)CC1
    9% | -6% | 8% | -9% | 3% | -1% | -4
> O=C(NCc1nnc2n1C(C(=O)NCc1ccc3c(c1)OCO3)CC2)C1CC1 (configuration not stated)
    5% | 5% | 0% | / | i | -13% | 5
> CCOC(=O)c1c(S(=O)(=O)NCC(=O)Nc2ccc(C)c(N(C)C)c2)c(C)n(C)c1C
    2% | / | 7% | / | / | / | -9

Part of the list above in order of number of heavy atoms, lowest first.
Sequence of screens: SNCA expr inh | NIH3T3 tox | HEK293 viab | Luciferase inh | HEK293 tox | GPT2 inh | IP6K1 inh
> Nc1ncccc1CN1CCC(CO)(CN2CCCC2)CC1
    1% | -4% | 3% | -1% | -5% | ? | 0
> CN(C)C(=O)N1CCC(c2nn(-c3ccccn3)c(=O)[nH]2)CC1
    8%[87.6 µM] | 4%[138 µM] | 2%[87.6 µM] | / | 2%[172 µM] | -3%[88.5 µM] | 2
> CC1(C)C[C@H](NC(=O)c2ccccc2)[C@@]2(CCC(=O)NCc3ccco3)CC[C@](C)(O)C[C@@H]12
    2% | 2% | 6% | 1% | -5% | -8% | -4

Additional results
Sequence of screens: SNCA expr inh | NIH3T3 tox | HEK293 viab | Luciferase inh | HEK293 tox | GPT2 inh | IP6K1 inh
> COc1ccc(-n2nnc(-c3nc(-c4ccc5c(c4)OCO5)no3)c2C)cc1Cl
    11% | / | 9% | / | / | / | -1
> CCCCN1CCC(n2c(=O)[nH]c3ccccc32)CC1
    -8% | / | 1% | / | / | i | /
> CNC(=O)[C@H]1C[C@]2(CCCCNC2=O)N(C(=O)c2ccco2)[C@H]1c1ccccc1
    / | ? | / | / | -18% | / | 6
> Clc1cccc(-c2nc3ccccn3c2Nc2ccc3c(c2)OCCO3)c1
    40% | / | -8% | / | / | / | -4
> COc1ccc(S(=O)(=O)NCCc2csc3nc(-c4cccc(C)c4)nn23)cc1F
    1% | / | ? | / | / | / | -3
> Cc1nc2c(C(=O)NCCc3ccc(Cl)cc3)cnn2c(C)c1Cc1c(F)cccc1Cl
    -4% | / | 2% | / | / | / | -12
> COc1cc2[nH]c(=O)n(Cc3ccc(C(=O)NCc4ccccc4)cc3)c(=O)c2cc1OC
    -6% | / | -12% | / | / | / | -2
> CC(C)CN1CCN(C(=O)CCC[C@@H]2[C@H]3CCCN4CCC[C@@H](CN2C(=O)c2cccnc2)[C@@H]34)CC1
    -2% | 3% | 9% | 5% | 6% | -10% | 3
> COc1cccc(Cn2c(CNS(=O)(=O)c3ccc(F)c(Cl)c3)nc3cccnc32)c1
    17% | / | -29% | / | / | / | 0
